human PMI inhibitors: human PMI inhibitors, high substrate, primary screen, biochemical, fluorescence intensity, high mannose 6-phosphate (AID 1220) | recombinant PMI enzyme, coupled fluorescence intensity; higher % means a stronger effect | one-dose inhibition, % at 20 µM; IC50 in µM for titrated hits | 190,000 compounds, 0.66% hits
M1AAP inhibition: malaria alanyl aminopeptidase activity blockers – biochemical, fluorogenic H-Leu-NHMec substrate, 1536-well (AID 1445) | inhibition, % at 30 µM; hits with a dose series show IC50 in µM | 220,000 compounds, 0.42% hits | recombinant M1AAP, H-Leu-NHMec fluorogenic kinetic assay; higher % means a stronger effect;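 active means primary inhibition above the hit cutoff, then over 50% inhibition at one or more dose response concentrations, cut at about 23% in these data, passing the limit was not always enough; inconclusive means conflicting primary data, or primary hits not chosen for dose response; inactive means low primary inhibition, or under 50% at every dose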;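 further: plate controls were DMSO full reaction for no effect and no enzyme background for full effect; strong numbers were not always called active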
Dynein transport: dynein cargo transport inhibition. 3617.4 mouse cells, GR-EGFP nuclear translocation imaging; test concentration mostly 20 µM; stimulated with dexamethasone, 1 µM; active compounds read low. z-score, hits read low. 220,000 compounds, 0.47% hits. AID 1381;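 active means plate z-score of nuclear minus cytoplasmic receptor signal below a set negative limit, without overly bright fluorescence or cell loss, cut at about -3.5 in these data, passing the limit was not always enough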;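 further: z-score of nuclear minus cytoplasmic ring GR-EGFP intensity difference per well; some compounds called inactive have numbers as strong as hits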
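medium = tetracycline-free induction medium containing charcoal-stripped FBS | also added = 1.0 µM final dexamethasone stimulus | schedule = 48 h induction, 1 h compound, 30 min dex at 37 °C | technique = fixed, Hoechst-stained cells imaged at 10x for EGFP | measure = GR-EGFP nuclear translocation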
PMI inhibitors: inhibitors of human PMI, primary screen, biochemical, fluorescence intensity, coupled assay (AID 1209). purified PMI enzyme, coupled fluorescence intensity; higher % means a stronger effect. inhibition, % at 20 µM, or IC50 in µM where a hit was titrated. 190,000 compounds, 0.42% hits;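 further: plate controls were DMSO vehicle for no effect and wells lacking substrate for full effect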
AID2073: disruptors of CaV2.2 binding to Mint1 – biochemical, HTRF (AID 2073); HTRF protein-protein interaction, Mint1-CaV2.2; higher % means a stronger effect; inhibition, % at 20 µM; hits with a dose series show IC50 in µM; 290,000 compounds, 0.19% hits; in the data active means inhibition mostly above about 51%, no sharp cut-off; inconclusive means no clear call, values can overlap the other calls; inactive means mostly below about 53%; further: some results filed as inactive read as strong as hits
LYP phosphatase: PTPN22 lymphoid phosphatase activity blockers – biochemical, fluorescence intensity, uHTS (AID 1779) | recombinant LYP phosphatase, fluorescence intensity; higher % means a stronger effect | one-dose inhibition, % at 11.5 µM; IC50 in µM for titrated hits | 290,000 compounds, 0.054% hits;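 further: plate controls were vehicle with enzyme for no effect and no enzyme for full effect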
SIAH1 antagonists: blockers of Siah-1 interaction with plectin peptide – biochemical, fluorescence polarization, rhodamine-plectin, uHTS, primary screen (AID 1817) | Siah-1 / rhodamine-plectin peptide fluorescence polarization; higher % means a stronger effect | displacement, % at 20 µM; hits with a dose series show IC50 in µM | 290,000 compounds, 0.02% hits;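 active means displacement of at least 50% at 20 µM, with a fluorescence ratio check between 0.3 and a set limit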;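 further: plate controls were Siah plus tracer with DMSO for no effect and tracer alone without Siah for full effect; strong numbers were not always called active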
M17LAP inhibition: P. falciparum M17LAP inhibitors, primary screen, biochemical, fluorogenic H-Leu-NHMec substrate, 1536-well (AID 1619); recombinant M17LAP, H-Leu-NHMec fluorogenic kinetic assay; higher % means a stronger effect; inhibition, % at 30 µM; hits with a dose series show IC50 in µM; 220,000 compounds, 0.38% hits;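 active means compound inhibiting the enzyme by more than half at any dose during confirmatory dose-response retesting; inconclusive means strong single-dose inhibitors picked by rank but not retested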;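 further: plate controls were full reaction with DMSO carrier for no effect and no enzyme background for full effect; strong numbers were not always called active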
XIAP antagonists: small molecules displacing peptide from XIAP – biochemical, IAP family, fluorescence polarization (AID 1018) | XIAP BIR domain, fluorescence polarization peptide displacement; higher % means a stronger effect | displacement, % at 20 µM, or IC50 in µM where a hit was titrated | 200,000 compounds, 0.007% hits; in the data active means displacement above about 50%; further: a part of the inactive calls stands beside numbers as strong as those of hits
Dynein transport cytoplasmic EGFP: second read-out of Dynein transport, no call of its own (marks repeat the call); z-score; measured here: cytoplasmic GR-EGFP intensity; active compounds read high
Dynein transport nuclear GR-EGFP: further read-out of Dynein transport, marked with its call; z-score; measured here: nuclear GR-EGFP intensity;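 lower value marks the stronger effect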
Dynein transport cell count: second read-out of Dynein transport, no call of its own (marks repeat the call); z-score; measured here: cell count per field
* marks the source's active call; other numbers are inactive results; i = inactive; ? = inconclusive; nt = no result given. Unless noted, no stated cut-off is given here; in the data, active means inhibition above about 50%; inactive means the rest.

Dynein transport	LYP phosphatase	Dynein transport nuclear GR-EGFP	human PMI inhibitors	AID2073	M17LAP inhibition	Dynein transport cytoplasmic EGFP	PMI inhibitors	M1AAP inhibition	SIAH1 antagonists	XIAP antagonists	Dynein transport cell count	SMILES
0.42	-1%	0.28	nt	0%	-7%	-0.15	nt	3%	6%	nt	-0.51	Oc1nc(Nc2ccc(F)cc2)sc1/C=C1\C=Nc2ccccc21
-0.43	-12%	-0.46	-9%	2%	0%	-0.32	-2%	0%	0%	-3.2%	0.61	CC(=O)N(Cc1cc(=O)[nH]c2ccccc12)c1ccccc1
-1.3	-2%	-0.5	-14%	8%	9%	0.7	-5%	?	-8%	-7.5%	0.5	CC1CN(c2ncc(/C=N/NC(=O)c3ccccc3O)s2)CC(C)O1 (stereo unspecified)
0.32	4%	0.27	0%	-3%	19%	-0.22	8%	13%	-3%	-5.3%	0.12	CC1(C)CC(=O)C(N=Nc2ccc3ncsc3c2)=C(O)C1
0.85	-4%	0.083	2%	5%	1%	-0.2	5%	0%	-5%	-1.1%	-0.26	CCOc1ccc(NC(=O)CN(c2ccc(OC)cc2)S(C)(=O)=O)cc1
-0.41	-46%	-0.27	nt	20%	5%	-0.2	nt	5%	1%	-19%	-0.28	CCC(C)n1c(=N)c(C#N)cc2c(=O)n3cc(C)ccc3nc21 (stereo unspecified)
2.4	-5%	2	12%	-3%	-11%	0.13	11%	-8%	11%	-6.8%	-2.4	CSc1nc2c(cc1C#N)C(=O)CC(C)(C)C2
0.39	3%	0.48	-7%	-4%	3%	-0.24	-4%	15%	2%	-7.5%	-0.33	CCO[C@@H]1OC(C(=O)N2CCN(Cc3ccccc3)CC2)=C[C@H](C)[C@H]1CCCO
4.4	-9%	3.2	-5%	11%	-10%	-0.15	-1%	4%	-5%	-2.1%	-2.4	CCC(NC(=O)c1ccccc1NC(=O)c1ccco1)C(=O)NC1CCCCC1 (stereo unspecified)
2.4	-3%	1	10%	-12%	2%	-0.18	15%	-5%	-1%	-6.1%	-1.8	CC(=O)C1C(=O)CC(C)(O)C(C(C)=O)C1c1ccc(N(C)C)cc1 (stereo unspecified)
0.29	0%	-0.48	0%	0%	-1%	0.067	-2%	8%	0%	-6.7%	0.17	O=C(O)CCc1ccc(-c2ccc(F)cc2)n1NC(=O)c1ccco1
0.24	-4%	0.66	nt	-36%	14%	-0.24	nt	6%	1%	nt	-0.35	CC(=O)CSc1nnc(C(F)(F)F)n1C
-0.82	-10%	-0.35	6%	8%	-24%	-0.14	4%	7%	-3%	0.2%	0.037	CN1CCN(CCCNC(=O)c2cc3c(-c4ccc(Cl)cc4)nn(C)c3s2)CC1
0.3	-2%	0.25	1%	2%	nt	-0.2	-5%	nt	0%	-2.8%	-0.17	O=C(NC1CCCCC1)C(c1ccco1)N(Cc1cccs1)C(=O)Cn1nnc2ccccc21 (stereo unspecified)
0.36	-11%	-0.048	nt	-5%	3%	-0.26	nt	3%	10%	nt	0.54	COc1ccc(N=N/C(C(C)=O)=C(/C)O)cc1
0.039	-2%	-0.035	nt	8%	2%	-0.76	nt	8%	3%	nt	-0.099	NC(=O)CC(NC(=O)Cc1ccc(Cl)cc1)c1ccc(NC2CCCCC2)c([N+](=O)[O-])c1 (stereo unspecified)
1.3	-6%	0.65	10%	-17%	8%	-0.18	9%	-2%	1%	-2.8%	-1	Cc1ccc(C(=O)NC2CCN(S(=O)(=O)c3ccc(C)cc3)CC2)cc1
-0.42	-1%	-0.085	-9%	-3%	15%	-0.21	-11%	2%	-3%	-1.1%	0.66	CN1CCN(C(=O)/C=C/c2ccc([N+](=O)[O-])cc2)CC1
0.66	-3%	0.19	6%	-4%	10%	-0.042	14%	5%	2%	0.8%	-0.021	CCOC(=O)c1c(C)[nH]c(C)c1C(=O)CSc1nc2ccccc2[nH]1
-1.3	-21%	-0.59	-1%	18%	i	-0.25	7%	30%	1%	4.5%	1.2	CCCn1c(=NC(C)=O)c(C(=O)OCC)cc2c(=O)n3ccccc3nc21
-0.48	-2%	-0.32	-1%	-3%	7%	-0.21	-1%	5%	7%	-4.0%	0.13	Cc1ccc(NC(=O)COC(=O)CNC(=O)c2ccc(C)s2)cc1
-1.4	0%	-0.5	-1%	8%	12%	-0.33	0%	5%	5%	-10%	0.67	Cc1cc(C)cc(OCC(=O)Nc2cc(C)on2)c1
2	1%	1.1	nt	11%	10%	-0.012	nt	4%	3%	nt	-0.84	CCC1=NN2C(=N)/C(=C/c3cc(C)n(-c4ccccc4)c3C)C(=O)N=C2S1
0.22	22%	0.51	2%	2%	0%	-0.3	8%	5%	6%	-0.6%	-0.18	CCOC(=O)C(CC(=O)O)N1CCCCC1 (stereo unspecified)
-0.19	-6%	-0.25	2%	38%	-4%	-0.045	3%	6%	30%	-6.2%	0.0073	CC(=O)c1cccc(NC(=S)N2CCN(CCN3C(=O)c4cccc5cccc(c45)C3=O)CC2)c1
-0.61	2%	0.094	-5%	7%	7%	-0.3	-3%	5%	-1%	-7.8%	1.6	O=[N+]([O-])c1ccc(OCc2nnc(-c3ccccc3)o2)cc1
-0.84	1%	-0.12	1%	0%	-16%	-0.27	9%	2%	-2%	-6.7%	1.1	O=C(NCC1CCCO1)c1ccc(/C=N/O)nc1 (stereo unspecified)
0.58	-7%	0.3	nt	-16%	7%	-0.32	nt	1%	0%	-9.3%	0.3	CCN(CC)CCN(C(=O)c1ccc(CN2CCCCC2)o1)C(C(=O)NC1CCCCC1)c1ccc(F)cc1 (stereo unspecified)
1.2	3%	1.3	-4%	-1%	-1%	0.25	-1%	1%	1%	-1.0%	-1.3	Cc1ccc(S(=O)(=O)c2ccc(C)cc2)cc1
-0.0082	-8%	0.23	-5%	1%	-1%	-0.25	7%	-2%	5%	-1.6%	-0.34	O=C(CSCCO)Nc1cccc([N+](=O)[O-])c1
-0.16	-1%	-0.45	6%	11%	-53%	-0.21	-6%	4%	1%	-4.1%	0.13	Nc1ccc(Cl)c(S(=O)(=O)Nc2ccccc2Cl)c1
0.18	-2%	0.068	nt	6%	20%	-0.23	nt	3%	3%	nt	-0.3	O=C(O)CCCN1C(=O)C(=O)/C(=C(/O)c2ccc(Cl)cc2)C1c1ccccc1 (stereo unspecified)

Part of the list above, with each value named:
O=C(NCC1CCCO1)c1ccc(/C=N/O)nc1 (stereo unspecified)
- Dynein transport: -0.84
- LYP phosphatase: 1%
- Dynein transport nuclear GR-EGFP: -0.12
- human PMI inhibitors: 1%
- AID2073: 0%
- M17LAP inhibition: -16%
- Dynein transport cytoplasmic EGFP: -0.27
- PMI inhibitors: 9%
- M1AAP inhibition: 2%
- SIAH1 antagonists: -2%
- XIAP antagonists: -6.7%
- Dynein transport cell count: 1.1

CCN(CC)CCN(C(=O)c1ccc(CN2CCCCC2)o1)C(C(=O)NC1CCCCC1)c1ccc(F)cc1 (stereo unspecified)
- Dynein transport: 0.58
- LYP phosphatase: -7%
- Dynein transport nuclear GR-EGFP: 0.3
- human PMI inhibitors: nt
- AID2073: -16%
- M17LAP inhibition: 7%
- Dynein transport cytoplasmic EGFP: -0.32
- PMI inhibitors: nt
- M1AAP inhibition: 1%
- SIAH1 antagonists: 0%
- XIAP antagonists: -9.3%
- Dynein transport cell count: 0.3

More results.
Dynein transport	LYP phosphatase	Dynein transport nuclear GR-EGFP	human PMI inhibitors	AID2073	M17LAP inhibition	Dynein transport cytoplasmic EGFP	PMI inhibitors	M1AAP inhibition	SIAH1 antagonists	XIAP antagonists	Dynein transport cell count	SMILES
1.4	-2%	1.1	1%	8%	-2%	-0.035	2%	11%	0%	-4.3%	-1	CCOC(=O)C1CCCN(C(=O)C2CCN(c3nnc(-n4cccc4)s3)CC2)C1 (stereo unspecified)
-1.3	-10%	-0.39	1%	-1%	-1%	-0.22	2%	1%	-3%	-2.8%	0.51	CCn1c(SCc2nc3ccccc3[nH]2)nnc1-c1cccnc1
-1.1	-4%	-1.1	13%	-19%	6%	-0.17	24%	8%	-1%	-6.0%	0.44	Cc1nc2sc3c(c2c(=O)o1)CCC3
-0.51	-2%	-0.049	21%	-6%	-4%	-0.18	18%	2%	-1%	-10%	0.19	Oc1ccccc1CNc1nc2ccccc2n1CCN1CCCCC1
-0.51	-10%	-0.21	nt	-11%	11%	-0.75	nt	6%	2%	nt	0.37	COC(=O)CCCC1=CC2=CC(=O)C(C)(OC(=O)c3cccs3)C(=O)C2=CN1CC(C)C (stereo unspecified)
2	2%	1.2	12%	9%	-10%	-0.26	14%	2%	3%	0.3%	-0.61	N#Cc1nc(-c2ccco2)oc1NCc1ccco1
0.56	0%	0.45	13%	-7%	8%	-0.27	6%	2%	1%	-9.3%	1	Cc1ccc(S(=O)(=O)N2CCN(S(=O)(=O)N(C)C)CC2)cc1
2.3	-2%	1.7	2%	-2%	-4%	0.46	-8%	-4%	2%	-5.3%	-1.7	Cn1cc(NC(=O)OCc2ccc(Cl)cc2)c(C(F)(F)F)n1
0.012	-5%	0.11	12%	-1%	-3%	-0.22	10%	5%	0%	0.4%	0.42	O=C1CCCc2c1[nH]c1c(Br)cccc21
0.49	-9%	0.14	nt	-5%	3%	-0.081	nt	4%	-2%	nt	-2	CCOC(=O)C(CCCCC(NC(C)=O)(C(=O)OCC)C(=O)OCC)(NC(C)=O)C(=O)OCC
-0.86	-3%	-0.022	nt	4%	12%	-0.21	nt	-1%	-5%	nt	0.22	Cc1nc(COc2cccc(Cl)c2)sc1C(=O)/C=C/N(C)C
-0.28	0%	-0.075	7%	9%	-5%	0.35	10%	-7%	6%	-2.2%	-0.39	Cc1ccc(SCCC(=O)OCC(=O)NCC2CCCCC2)cc1
-0.72	6%	-0.3	-5%	-9%	-4%	-0.21	-4%	-2%	3%	-3.2%	0.65	N#Cc1c(/N=C/c2cccs2)sc2c1CCC2
-0.38	-5%	-0.44	3%	1%	12%	0.43	-17%	5%	5%	-1.4%	0.086	CCCc1cc(=O)[nH]c(SCC(=O)N2CCN(S(=O)(=O)c3ccc(Cl)cc3)CC2)n1

Bioassay records: PubChem, several laboratories
